Source: PubChem (several laboratories)
PLC-beta3 inh – inhibitors of human phospholipase C beta3; 370,000 tested, 0.18% active; Purified PLC-beta3, fluorogenic substrate, fluorescence; Q01970; inhibition, % at 12.2 µM; in the data active = inhibition above about 11%;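 note: 0% = median of compound wells on plate and 100% = full blocker control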
FXN GAA850 act – activators of GAA850 frataxin (FXN) promoter; 360,000 tested, 0.56% active; AID 540364; activation, % at 6 µM; HEK293 lucGAA850 FXN promoter luciferase reporter, 24 h; percent of 10 µM SAHA response;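 active = activation above the average of all compounds screened plus 3 SD, cutoff fixed separately per campaign, cut at about 7.5% in these data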;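 note: 0% = DMSO wells and 100% = 10 µM SAHA wells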
ssDAF-12 act – S. stercoralis DAF-12 activation, primary screen; AID 652126; 370,000 tested, 1% active; HEK293 ssDAF-12/GRIP1 lit1-tk-luc reporter, luminescence; % of 3 µM dafachronic acid response; activation, % at 6.8 µM;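 active = activation above the mean over all tested compounds plus 3 SD, cut at about 0.9% in these data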;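 note: 0% = DMSO-only wells and 100% = 3 µM delta7-dafachronic acid wells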
Rev-erbA mod – Rev-erb alpha (human) modulation; Rev-erbα–FITC-DNA binding, fluorescence polarization, 90 min; 370,000 tested, 0.79% active; activity, % at 10 µM;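 active = activity above about 14%, limit read from the data; passing the limit was not always enough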;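 note: 0% = DMSO wells with 35 nM protein and 100% = DMSO wells with 750 nM protein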
Target sequence (P20393 whole entry, looked up): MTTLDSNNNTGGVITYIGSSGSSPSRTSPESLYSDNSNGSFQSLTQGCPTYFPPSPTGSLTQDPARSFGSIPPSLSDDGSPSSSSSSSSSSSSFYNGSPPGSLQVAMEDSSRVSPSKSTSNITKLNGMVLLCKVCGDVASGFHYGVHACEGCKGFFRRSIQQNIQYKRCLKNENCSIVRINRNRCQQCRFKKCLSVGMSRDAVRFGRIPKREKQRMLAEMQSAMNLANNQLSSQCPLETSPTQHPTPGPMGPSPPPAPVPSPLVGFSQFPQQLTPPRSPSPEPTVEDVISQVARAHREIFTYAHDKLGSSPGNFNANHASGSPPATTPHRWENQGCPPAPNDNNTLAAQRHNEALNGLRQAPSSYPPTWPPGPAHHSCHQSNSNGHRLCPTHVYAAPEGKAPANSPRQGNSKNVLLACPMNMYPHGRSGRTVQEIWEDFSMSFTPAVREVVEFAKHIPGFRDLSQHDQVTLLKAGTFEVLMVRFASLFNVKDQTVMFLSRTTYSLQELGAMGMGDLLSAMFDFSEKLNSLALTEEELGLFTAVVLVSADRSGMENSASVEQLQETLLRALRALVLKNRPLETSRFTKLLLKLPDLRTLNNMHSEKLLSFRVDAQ
SMARCA2 act – increases SMARCA2 function in MMTV reporter cells. MG213 cells, MMTV-luciferase reporter, dexamethasone, overnight. activation, % at 9.1 µM. 370,000 tested, 1% active. AID 652017; in the data active = activation above about 7.8%;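 note: 0% = vehicle wells and 100% = reference activator wells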
PG9 Ab binder – binds the HIV-1 gp120 antibody PG9; TR-FRET gp120-PG9 antibody binding; inhibition, % at 6.7 µM; 360,000 tested, 0.43% active; AID 624416; in the data active = inhibition above about 8.5%
hcDAF-12 act – activates DAF-12 receptor from parasite H. contortus | AID 652067 | activation, % at 6.8 µM | HEK293 hcDAF-12 lit1-tk-luc reporter, luminescence; 0% DMSO, 100% Δ7-dafachronic acid | 370,000 tested, 1.4% active;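 active = activation above the mean of all tested compounds plus 3 SD, cut at about 5.5% in these data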;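 note: 100% = response to 3 µM Δ7-dafachronic acid high control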
HGIII-sPLA2 inh – Inhibits HGIII-sPLA2 liposome hydrolysis, primary screen; QFRET BODIPY PC-A2 liposome hydrolysis, fluorescence; inhibition, % at 12.2 µM; AID 743126; 370,000 tested, 0.56% active; Q9NZ20;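 active = inhibition above mean plus 3 SD of compounds lying within the high and low control bounds, cut at about 19% in these data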;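 note: 0% = median of test compound wells and 100% = no enzyme DMSO wells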
hgDAF-12 ag – hgDAF-12 agonism, primary luciferase screen | HEK293 GAL4-hgDAF12 UAS-luciferase reporter, agonist luminescence; normalized to butyrate control | activation, % at 6.8 µM | 370,000 tested, 1.8% active | AID 687014;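 active = activation above a cutoff set at the mean of all screened compounds plus 3 SD, cut at about 10% in these data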;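 note: 0% = DMSO wells and 100% = sodium butyrate wells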
DAX1 inh-1 – inhibitors of human orphan nuclear receptor DAX1 (NR0B1) | P51843 | HEK293 Gal4-DAX1 luciferase reporter, luminescence | inhibition, % at 6.75 µM | 340,000 tested, 0.99% active | AID 504766;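 active = inhibition above the mean over all tested compounds plus 3 SD, cut at about 4.2% in these data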;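 note: 0% = DAX1-transfected cells with DMSO and 100% = empty-vector control cells with DMSO; inhibition shows as a rise in luminescence from relieved DAX1 repression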
Target sequence (P51843 207-470 limits assumed): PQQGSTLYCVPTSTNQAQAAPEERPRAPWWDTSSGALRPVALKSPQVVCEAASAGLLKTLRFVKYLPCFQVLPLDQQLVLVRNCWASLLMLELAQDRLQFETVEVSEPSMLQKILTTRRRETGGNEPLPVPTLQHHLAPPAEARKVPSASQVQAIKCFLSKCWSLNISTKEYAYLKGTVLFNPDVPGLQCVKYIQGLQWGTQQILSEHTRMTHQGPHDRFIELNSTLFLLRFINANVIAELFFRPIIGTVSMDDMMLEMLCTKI
DAX1 inh-2 – blocks DAX1 repression of SF-1 activated StAR promoter | HEK293T StAR-luciferase reporter, SF-1/DAX-1 repression relief | inhibition, % at 6.8 µM | 370,000 tested, 1.1% active | AID 652010;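 active = inhibition above the mean over all tested compounds plus 3 SD, cut at about 3.6% in these data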;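 note: 0% = DAX-1 cells with DMSO and 100% = cells lacking DAX-1 with DMSO; higher inhibition means more luminescence from relief of DAX-1 repression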
* hit, by the source's call; · = no result given.

SMILES	PLC-beta3 inh	FXN GAA850 act	ssDAF-12 act	Rev-erbA mod	SMARCA2 act	PG9 Ab binder	hcDAF-12 act	HGIII-sPLA2 inh	hgDAF-12 ag	DAX1 inh-1	DAX1 inh-2
O=C(CCc1nc2ccccc2[nH]1)NC1CCCCC1	1	-1.0	-1.0	-10	-2	1.1	0.8	-1	-0.9	-0.1	0.3
C=CCOC(=O)C1=C[C@H](c2cn(C(C)=O)c3ccccc23)C[C@H](OCc2ccc(CO)cc2)O1	-14	1.4	-1.4	-7	0	-4.1	-0.5	-10	-1.0	-0.4	-0.1
CCOC(=O)c1sc(Nc2nc3cc4c(cc3s2)OCO4)cc1C	-369	4.5	-1.1	5	-2	0.8	0.3	7	4.0	-0.7	0.6
CN1CCN(S(=O)(=O)c2ccc(NC(=S)NC(=O)c3ccccc3)cc2)CC1	3	0.3	-0.9	0	-1	-1.2	-0.9	2	1.9	-0.1	-0.4
Cc1csc2ncc(C(=O)NCc3ccccn3)c(=O)n12	-53	-0.3	-1.1	2	1	-0.6	-0.5	9	-2.1	0.0	0.2
N#Cc1ccc(COC(=O)c2ccc3c(c2)OCO3)cc1	-2	1.5	-0.4	10	0	-0.2	-0.8	-8	-0.2	-0.3	-1.9
COc1cc(NC(=O)COC(C)=O)cc(OC)c1OC	-2	-4.2	-1.4	3	3	-0.6	1.2	2	5.0	0.1	0.9
Cc1[nH]nc(N2CCCCC2)c1[N+](=O)[O-]	7	-0.2	-0.4	7	2	-1.3	-1.6	1	0.5	0.8	0.1
O=C(CCC(=O)Nc1ccc(Cl)cc1)N/N=C/c1ccc2c(c1)OCO2	-5	1.1	-0.9	2	1	-1.8	0.3	-9	-0.9	0.2	-1.3
O=C(CNC(=O)C1CCCCC1)OCn1nnc2ccccc2c1=O	0	0.4	-1.1	4	-6	1.4	-0.5	7	-1.1	1.8	-0.3
Cc1cnc(C(=O)OCC(=O)Nc2ccc3c(c2)OCCO3)cn1	0	-0.1	-1.1	-6	-1	-2.1	-1.2	0	-0.3	0.2	-0.1
Cc1ccc2nsnc2c1NC(=O)CCc1ccccc1	-60	1.3	-0.9	-4	0	-0.6	3.8	3	1.9	-0.1	-0.7
CC(=O)NC(C1C(=O)CC(C)(C)CC1=O)(C(F)(F)F)C(F)(F)F	5	-3.8	-0.5	2	0	-2.0	-1.4	6	2.5	0.1	0.3
O=C1N(Cc2cccc(Cl)c2)C[C@@H]2C[C@@H](c3ccsc3)N3CCC[C@@]123	1	2.7	0.7	-7	-3	0.9	-0.1	-2	-2.5	1.4	0.3
CCCn1nc(NC(=O)c2cccs2)c2cc3cc(OC)ccc3nc21	-38	-2.1	-0.7	1	-2	-1.1	-0.5	9	0.2	-2.1	-0.7
C/C(CC(=O)NC1CCCCC1)=N\NC(=O)c1ccccc1C	-2	-0.4	-0.9	4	-1	-0.1	-0.4	-4	4.2	-1.0	-0.4
CCOc1ccccc1N1CC(C(=O)N2CCN(Cc3ccc(C#N)cc3)CC2)CC1=O (stereo not given)	-2	-0.4	-1.3	0	-1	0.3	-1.2	2	-1.9	-1.1	-2.2
Cc1ccc(S(=O)(=O)N2CCN(C(=O)CCOc3ccccc3C)CC2)cc1C	-8	-0.3	-1.2	-1	0	-1.8	-2.1	-5	-1.9	-1.5	0.4
O=C(c1ccccc1F)N(NC(=O)C(O)(c1ccccc1)c1ccccc1)c1ccccc1	-3	2.8	-1.3	1	-3	2.5	1.2	5	7.9	0.9	-2.2
CCOc1ccc(S(=O)(=O)N2CCC(C(=O)NC3CC3)CC2)cc1Cl	-1	-1.1	-0.1	-5	-3	-2.8	-0.6	-1	-0.2	1.3	0.1
CC(C)Oc1cccc(-c2csc(N3CCC(C(N)=O)CC3)n2)c1	-4	·	0.4	-2	·	·	2.7	6	15*	·	·
O=C1CN(C(=O)COC(=O)c2ccc(C(F)(F)F)cc2)c2ccccc2N1	2	-1.5	-1.0	0	-2	-1.9	1.1	-1	3.1	0.8	2.0
O=C(NCc1cccs1)c1cnc(Cl)c(Cl)c1	-4	-0.4	-0.9	1	5	1.2	0.4	0	6.4	-0.3	-0.1
O=C(Nc1ccccc1N1CCCCC1)C1CCN(S(=O)(=O)c2cccc(C(F)(F)F)c2)CC1	1	-1.9	-1.1	-5	1	-1.1	0.4	-7	-1.1	1.4	-0.8
O=C(Cn1ncc(Cl)c(Cl)c1=O)NC1CCCCC1	-3	-1.3	0.1	-2	-9	-0.7	1.2	-2	-0.9	2.9	-3.7
Later entries
SMILES	PLC-beta3 inh	FXN GAA850 act	ssDAF-12 act	Rev-erbA mod	SMARCA2 act	PG9 Ab binder	hcDAF-12 act	HGIII-sPLA2 inh	hgDAF-12 ag	DAX1 inh-1	DAX1 inh-2
Cc1cc(C(=O)Nc2ccccc2Cc2ccccc2)no1	-10	-1.0	-1.3	5	3	-0.2	-0.9	0	-1.2	-0.5	-0.1
COc1cc(/C=C(/NC(C)=O)C(=O)O)cc(Cl)c1OCc1ccc(Br)cc1	-6	1.0	-1.1	-3	-2	-0.5	1.8	-20	-0.9	-0.9	-0.3
Nc1ccc(C2(c3ccc(N)cc3)c3ccccc3C(=O)c3ccccc32)cc1	-14	2.2	-1.9	4	-2	1.1	-0.1	2	0.6	2.2	-0.3
COc1ccc(CN(C)C(=O)CCNS(=O)(=O)c2ccccc2)c(OC)c1	5	0.7	-1.2	-1	-1	0.7	-1.0	-3	3.1	1.5	-1.3
C/C(Cl)=C\C[N+](C)(C)CC(=O)OCCc1ccccc1	-4	1.9	0.0	-4	0	1.5	1.3	14	-1.6	·	0.0
CN1OC[C@@H]2CN(C(=O)C(C)(C)C)[C@H](c3ccc(-c4cc5ccccc5o4)cc3)C[C@@H]21	2	-5.4	-1.9	11	-4	-2.5	-1.9	1	-5.6	1.1	-0.6
CN(CC(=O)Nc1cccc(F)c1)C(=O)c1ccc(-c2ccc(Cl)cc2)o1	-2	1.1	-1.4	4	-1	1.2	-0.8	-23	1.5	-0.3	0.8
COC(=O)c1cccnc1-n1c(=O)c2cccnc2n(Cc2ccc(Cl)cc2)c1=O	0	-1.9	-2.3	4	1	-0.5	-2.6	3	-2.5	-0.9	-1.1
COc1ccc(NC(=O)c2ccccc2-c2ccccc2)c(C)c1	2	0.7	-1.4	-2	-3	-0.4	-1.1	8	0.4	-0.9	0.2
O=C(c1ccc(Cl)cc1)c1ccc(OCC(O)CN2CCOCC2)cc1 (stereo not given)	-3	-2.5	-1.6	3	-2	-1.1	-3.5	-3	-2.6	-0.9	-0.9
O=S(=O)(c1cccnc1)N1CCCC(Nc2ccc(F)c(F)c2)C1 (stereo not given)	0	0.8	-1.3	7	-3	1.8	-2.1	7	-2.7	2.1	-1.0
CCN1C(=O)CSc2ccc(C(=O)NCc3ccccc3)cc21	-3	-1.2	-1.2	-2	-1	-0.9	0.7	-1	1.4	0.4	-0.2
C/C(=N/NC(=O)c1cccc(Br)c1)C1CC2CCC1C2 (stereo not given)	-2	0.6	-0.8	-1	3	1.5	0.6	-1	1.5	1.8	0.8
COC(=O)[C@]12C[C@H](CC(=O)NCCC(C)C)C(=O)N(Cc3ccco3)C1=C[C@H](C(C)C)O[C@@H]2C1CC1	3	·	-0.9	8	-2	·	-3.2	-7	3.8	·	-0.1
COc1ccc(NC(=O)Cc2ccc(C)c(C)c2)cc1Cl	2	2.5	-1.4	-6	3	-0.4	-1.0	1	1.1	0.3	0.3
O=C(NNC(=O)c1cc(-c2ccccc2Cl)nc2ccccc12)c1csc(N2CCOCC2)n1	-8	-0.5	-1.4	1	2	2.0	-1.8	2	0.5	0.1	-0.9
CC(C)CC(=O)C1CCCN(C(=O)c2ccc3oc(Cc4ccccc4)nc3c2)C1 (stereo not given)	-5	1.2	-1.3	-2	1	-2.8	-0.4	-47	-1.8	-0.4	-0.5
CC1(CC(=O)Nc2ccccc2)NC(=S)N(c2ccccc2)N1 (stereo not given)	-8	2.5	0.2	-3	-2	-0.3	1.1	1	3.4	2.0	1.7
COc1ccc(NC(=O)CSc2cn[nH]n2)c(OC)c1	-1	0.3	-0.4	-1	5	-1.0	2.2	-10	-0.3	-1.5	0.1
Cc1cc(N2CCN(C(=O)OC(C)(C)C)C[C@@H]2C)ccc1N1CCN(Cc2ccccc2)[C@@H](C)C1	1	·	-0.9	2	4	0.3	-0.8	6	4.8	·	-1.2
C=CCNc1nc(C(=O)OCC(=O)c2ccc(Cl)cc2)cs1	-11	3.3	-0.7	1	1	-1.1	0.2	-7	-0.2	-0.1	-1.2
CCn1c(CSc2nc3ccccc3s2)nnc1SCC(N)=O	1	0.0	-1.1	-2	-1	1.7	-0.3	4	-0.2	0.8	-0.5
CCN(CC)C(=S)NC(=O)c1cccnc1	-2	0.1	-1.1	0	-2	-1.9	1.8	4	5.1	1.4	0.3
Cc1cc(-c2cc(NC(=O)Cc3c(C)[nH]c4ccccc34)ccc2N(C)c2cccnc2)ccc1F	-28	·	-0.4	1	-4	1.0	2.4	9	-1.6	·	-1.5
CC1CC(C)(C)NC(=S)N1CC(=O)NCc1ccc(Cl)cc1 (stereo not given)	2	0.4	-1.4	-5	-1	-2.3	-1.6	15	1.0	0.9	0.2
Following part:
SMILES	PLC-beta3 inh	FXN GAA850 act	ssDAF-12 act	Rev-erbA mod	SMARCA2 act	PG9 Ab binder	hcDAF-12 act	HGIII-sPLA2 inh	hgDAF-12 ag	DAX1 inh-1	DAX1 inh-2
O=C(Cc1cccs1)Nc1ccc(S(=O)(=O)N2CCCCC2)cc1	-1	1.7	-1.0	3	0	-0.5	-0.6	-8	-1.9	0.2	-0.6
Cc1ccc(CNC(=O)C2CC(c3ccccc3C(F)(F)F)=NO2)cc1 (stereo not given)	0	1.8	-1.3	1	0	1.9	-1.6	5	2.5	1.1	-0.1
COc1ccc(C2CC(c3ccc(Cl)cc3Cl)Nc3nc(N)nn32)cc1 (stereo not given)	-8	1.2	-0.9	-2	1	-0.8	1.0	2	0.9	1.5	0.6
CN(Cc1ccccc1)C(=O)COC(=O)c1cc2ccccc2oc1=O	-32	2.0	-1.3	-3	-3	-0.2	-0.5	-3	1.2	0.6	2.5
COC(=O)[C@]12C[C@H](CC(=O)N3CCCC3)C(=O)N(Cc3ccco3)C1=C[C@H](C(C)C)O[C@@H]2C1CC1	-1	·	-1.5	6	-3	·	2.3	-4	-2.9	·	-0.3
CC(=O)c1ccc(NC(=O)/C=C/c2ccc(C)cc2)cc1	-18	1.4	-1.7	7	-1	-0.1	0.5	-14	5.2	0.1	0.0
COc1ccc(CCNC(=O)C(=O)NCc2ccccn2)cc1	-2	-0.3	-1.1	-3	-2	-1.6	0.6	-1	-0.9	-0.1	0.0
O=C(Nc1cccc(OCC(=O)N2CCOCC2)c1)c1cccc(Cl)c1	0	2.4	-1.2	-6	3	0.2	-1.1	-1	-3.5	0.6	-1.4
